# Screening data from PubChem BioAssay.
# Artemis inh: blocks endonuclease activity of human Artemis; recombinant Artemis, quenched FAM hairpin cleavage fluorescence; Q96SD1; hit rate 0.78% among 30,000; inhibition, % at 10 µM;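 active = at 10 µM dose, at least 30% inhibition, measured as corrected fluorescence normalized to stimulator and neutral control wells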
# Target sequence (Q96SD1 whole entry, looked up): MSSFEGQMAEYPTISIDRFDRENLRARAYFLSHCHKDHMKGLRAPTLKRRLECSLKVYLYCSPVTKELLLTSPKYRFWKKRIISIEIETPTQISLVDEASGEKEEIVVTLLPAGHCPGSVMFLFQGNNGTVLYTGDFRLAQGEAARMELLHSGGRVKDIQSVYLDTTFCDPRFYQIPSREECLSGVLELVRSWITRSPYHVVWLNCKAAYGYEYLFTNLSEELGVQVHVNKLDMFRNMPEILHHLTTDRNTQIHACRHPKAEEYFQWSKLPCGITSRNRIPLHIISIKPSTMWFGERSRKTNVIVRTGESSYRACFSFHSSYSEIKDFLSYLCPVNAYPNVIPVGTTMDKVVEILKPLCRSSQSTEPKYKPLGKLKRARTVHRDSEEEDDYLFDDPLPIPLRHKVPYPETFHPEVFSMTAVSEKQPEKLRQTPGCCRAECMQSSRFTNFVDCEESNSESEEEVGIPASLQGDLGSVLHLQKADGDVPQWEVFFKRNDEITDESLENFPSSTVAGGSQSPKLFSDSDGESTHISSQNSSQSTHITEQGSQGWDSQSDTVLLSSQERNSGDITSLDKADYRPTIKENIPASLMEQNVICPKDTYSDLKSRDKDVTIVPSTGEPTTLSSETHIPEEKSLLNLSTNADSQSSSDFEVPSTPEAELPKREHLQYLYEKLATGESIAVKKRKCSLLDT
# Numbers without * were called inactive. An excerpt; rates above refer to the full screens.
SMILES,Artemis inh
O=c1nc(N2CCCC2)nc(Nc2ccccc2)[nH]1,-3.5
CCC(=O)Nn1cnc2c(c1=O)C1(CCCCC1)Cc1ccccc1-2,3.4
CC(C)(C)C(=O)Nc1nc(=S)ss1,-6.9
Cc1noc(C)c1S(=O)(=O)N1CCC(C(=O)NC2CCCc3ccccc32)CC1 (stereo unspecified),4.3
COCCn1cc(C(=O)c2ccccc2OCC(=O)Nc2cc(C)on2)cc(C#N)c1=O,0.2
N#Cc1nc(COc2ccccc2)oc1N1CCCC1,-1.8
CCSc1nc(C)c(CC)c(C)c1C(N)=O,-1.2
Oc1c(Cl)cc(Cl)c2c1NCCC2,2.7
CCOC(=O)C1CCN(S(=O)(=O)c2ccc(Br)c(OCC)c2)CC1,-3.0
O=C(CSCC(=O)N1CCOCC1)Nc1ccccc1,9.3
COC(=O)C1=C(C)N=C2SCCC(=O)N2C1c1cccs1 (stereo unspecified),-3.0
Cc1ccc2c(CC(=O)N3CCc4ccccc43)coc2c1,6.7
Cc1onc(-c2ccccc2Cl)c1C(=O)Nc1ccccc1,-8.0
CCOC(=O)C1=C(c2ccccc2)NC(=S)NC1c1cc([N+](=O)[O-])ccc1OC (stereo unspecified),-2.7
CCc1nc2scc(-c3ccccc3)c2c(=O)n1N,-7.9
O=C1C(=O)N(CCO)C(c2cccc(F)c2)/C1=C(\O)c1ccc(Cl)cc1 (stereo unspecified),3.3
CCC(=O)Nc1cccc(NC(=O)c2cc3ccccc3o2)c1,17.5
O=c1c2ccccc2nc2n1C(CSc1ccc(Cl)cc1)CN2 (stereo unspecified),3.8
COc1ccc(O)c(-c2cc(-c3cccs3)[nH]n2)c1,4.5
CCCCCCNC(=O)C(C#N)c1nc2ccccc2nc1N1CCCC1 (stereo unspecified),-37.2
COc1ccc(CNC(=O)COC(=O)c2ccc3c(c2)OCCO3)cc1,10.2
O=C(O)c1cccc(NCc2cccnc2)c1,-4.9
CCN1CCN(c2nc3c(c(=O)[nH]c(=O)n3C)n2CCCSc2ncccn2)CC1,-2.8
Cc1ccc(N(CC(=O)Nc2ccc(-c3nc4ccc(C)cc4s3)cc2)S(C)(=O)=O)cc1,7.6
COc1cccc(C2NC(=O)NC(C)=C2C(=O)Nc2cccc(C)c2C)c1 (stereo unspecified),-12.0
Cc1noc(C)c1S(=O)(=O)N1CCC(C(=O)N2CCC(C)CC2)CC1,-2.9
Cc1ccc(-c2noc(CCC(=O)Nc3cccc(C#N)c3)n2)cc1,2.0
Cc1onc(-c2ccccc2)c1C(=O)NCC1COc2ccccc2O1 (stereo unspecified),-0.8
CC(C)CC(=O)N1CCN(Cc2cccc(F)c2)CC1,-8.4
CC(=O)NCCOc1ccc2oc3ccccc3c2c1,1.0
CCOc1ccccc1C(=O)N(C)Cc1cc2ccccc2[nH]c1=O,7.0
Cc1cc(C)c2oc(=O)cc(CN3CCOCC3)c2c1,-3.2
COc1ccc2c(c1)c(C(=O)CN1CCC3(CC1)OCCO3)c(C)n2C,-5.8
O=c1[nH]c2c(c(=O)n1Cc1ccccc1)CCC2,-8.8
Cn1cnnc1SCC(=O)Nc1c(F)cc(F)cc1Br,-5.6
S=c1nc[nH]c2c1[nH]c1ccccc12,-3.9

# Part of the list above, as labelled records:
> S=c1nc[nH]c2c1[nH]c1ccccc12
  Artemis inh: -3.9

> COc1ccc2c(c1)c(C(=O)CN1CCC3(CC1)OCCO3)c(C)n2C
  Artemis inh: -5.8

> Cc1ccc2c(CC(=O)N3CCc4ccccc43)coc2c1
  Artemis inh: 6.7

# Following part
SMILES,Artemis inh
Nc1ncnc2c1ncn2CCN1CCCCC1,-22.3
CCN=C1SC(CC(=O)NCC)C(=O)N1CC (stereo unspecified),-5.3
Cc1cc(N2CCN(c3ccc(F)cc3)CC2)nc(-c2ccccc2)n1,1.1
CCCC(=O)Nc1cccn(Cc2ccccc2Br)c1=O,4.2
O=C(Cc1cccs1)Nc1ccc(-c2nnc(-c3ccccc3)o2)cc1,-2.4
C=CCc1ccc(OCC(O)COc2ccc(CC=C)cc2OC)c(OC)c1,4.4
N#Cc1c(C#N)c(-c2ccccc2)n(-c2ccccc2)c1N,2.5
Cc1ccc(/C=N/NC(=O)c2cc(C)oc2C)o1,-2.7
CN1C(=O)/C(=C\c2cc(N=Nc3ccccc3)ccc2O)SC1=S,22.9
c1ccc(COc2ccc(OCCCn3cncn3)cc2)cc1,2.4
Cc1ccc(C(=O)/C=C/Nc2ccccn2)cc1,-1.1
O=C(COc1cccc2cccnc12)N1CCc2ccccc2C1,4.0
CC(C)(C)NC(=O)COC(=O)c1cc(S(=O)(=O)N2CCCCC2)ccc1N1CCOCC1,-1.1
CCC(C)NC(=O)Cn1c(=O)n(CCCCC(=O)NCc2ccco2)c(=O)c2ccccc21 (stereo unspecified),-3.5
O=C(Nc1cccc2ccccc12)N1CCc2ccccc2C1,1.2
Cc1ccccc1N=C1NC(=O)CC(c2ccccc2)S1 (stereo unspecified),-2.5
CC(C)NCCOCCOc1ccccc1F,-2.2
COc1ccc(CC(=O)Nc2ccc3c(c2)CCC3)cc1OC,-0.1
Cc1onc(-c2c(F)cccc2Cl)c1C(=O)N1C=CC(C(F)(F)F)=NCC1,-9.8
Cc1cc(C)n2nc(SCc3cc(=O)oc4ccc5ccccc5c34)nc2n1,7.5
O=C(NCc1cccnc1)c1ccc(CS(=O)(=O)c2ccc(Cl)cc2)o1,2.4
COc1cc(CN(C)Cc2ccccc2)cc(OC)c1O,-6.2
CC(=O)N1CCN(C(=O)c2cccc(S(=O)(=O)Nc3ccc(C)cc3)c2)CC1,1.3
Cc1ccc(-c2noc(CCC(=O)NCCCN3CCN(c4cccc(Cl)c4)CC3)n2)cc1,8.5
CCOC(=O)N=S(=O)(Oc1ccc([N+](=O)[O-])cc1)c1ccc(Cl)cc1 (stereo unspecified),2.3
Cc1cc(C(F)F)n2nc(C(=O)Nc3cc(C)on3)nc2n1,4.5
C/C(=N\OC(=O)c1ccc(C)cc1)c1sc(C)nc1C,-7.7
COc1cc2c(cc1OC)-c1cc(Nc3ccc4c(c3)OCCO4)nc(=O)n1CC2,4.7
COc1ccc(-c2nn(C)c3sc(C(=O)N4CCOCC4)cc23)cc1OC,0.2
C=CCn1c(SCC(N)=O)nc(C)cc1=O,3.0
Cc1ccc(/C=C/c2nc3ccccc3s2)s1,-6.6
O=C(COC(=O)Cc1ccc(S(=O)(=O)N2CCOCC2)s1)NCc1ccccc1,3.6
COc1ccc(CC(=O)NC(=S)Nc2ccc(S(=O)(=O)NC(C)(C)C)cc2)cc1,6.6
O=C(NCCN1CCOCC1)c1ccc2c(c1)ncn2C1CCCCC1,4.1
O=c1c2ccccc2nnn1CSc1ncnc2ccccc12,-1.5
O=C(COC(=O)CCCSc1nc2ccccc2[nH]1)NC(=O)NC1CCCC1,6.7
CN1C(=O)c2ccccc2C(C(=O)NCc2ccco2)C1c1c[nH]c2ccccc12 (stereo unspecified),-8.7
CCCC(=O)Nc1ccc(NC(=O)c2cccc(OC)c2)nc1,3.9
COc1ccc(C(=O)N2CCN=C2c2ccccc2)cc1OC,8.2
COc1ccc(NC(=O)CN2CCN(c3ccc(Cl)cc3)CC2)c(OC)c1,8.1
CCCn1nc(C(=O)NCCc2ccc(S(N)(=O)=O)cc2)c2ccccc2c1=O,4.5
CCOC(=O)C1CCN(c2c(NCc3ccc(C(=O)NC(C)CC)cc3)c(=O)c2=O)CC1 (stereo unspecified),4.9
Cc1ccc(C(=O)N2CCN(c3ccc(NC(=O)c4ccc(Br)o4)cc3)CC2)cc1,5.8
CN1C(=O)CC(n2c(CO)nc3ccccc32)C1=O (stereo unspecified),-0.4
O=C(Nc1ccccc1)O/N=C1\CCCCC1c1ccc([N+](=O)[O-])cc1[N+](=O)[O-] (stereo unspecified),0.9
C=CCC(C#Cc1ccccc1)N(C)C (stereo unspecified),4.8
NC(=O)c1oc2ccccc2c1NC(=O)c1nc2ccccc2s1,-6.3
O=C(N/N=C/c1cccnc1)C1CCCN(S(=O)(=O)c2ccccc2)C1 (stereo unspecified),-4.7
Fc1cccc(Cl)c1Cn1nnc(-c2ccc3c(c2)OCO3)n1,8.8
O=C1CC(=O)N(Cc2ccco2)C(=S)N1,11.6
Cc1[nH]c2ccccc2c1C1=CN2CCS(=O)(=O)N=C2S1,5.7
CCOC(=O)c1ccc(Nc2ncnc3ccc(C)cc23)cc1,1.2
O=C(CN1C(=O)NC2(CCCc3ccccc32)C1=O)NCc1ccco1 (stereo unspecified),12.3
CCN(CC)CCN1C(=O)C(O)=C(C(=O)c2cc3ccccc3o2)C1c1cccnc1 (stereo unspecified),-0.9
COc1ccc(-c2csc(N3CCOCC3)n2)cc1OC,0.2
Cc1nnc(N)nc1C,-16.1
Cc1nnc(N(Cc2ccco2)C(=O)c2ccc(C#N)cc2)s1,-3.6
N#Cc1ccc(-c2csc(NNC(=O)c3ccc(Br)cc3)n2)cc1,-3.3
CC1CCc2nc(NC(=O)CN3CCN(Cc4ccc5c(c4)OCO5)CC3)sc2C1 (stereo unspecified),0.6
O=C(Nc1nccs1)c1cc2c(s1)CCCCC2,2.2

# By substructure: those above with a nitro group on carbon.
SMILES,Artemis inh
CCOC(=O)C1=C(c2ccccc2)NC(=S)NC1c1cc([N+](=O)[O-])ccc1OC (stereo unspecified),-2.7
CCOC(=O)N=S(=O)(Oc1ccc([N+](=O)[O-])cc1)c1ccc(Cl)cc1 (stereo unspecified),2.3
O=C(Nc1ccccc1)O/N=C1\CCCCC1c1ccc([N+](=O)[O-])cc1[N+](=O)[O-] (stereo unspecified),0.9

# The results go on.
SMILES,Artemis inh
Cc1ccc(-c2c3c(=O)n(C)c(=O)n(C)c3cn2-n2cnnc2)cc1,1.7
CCc1cc2c(Sc3nc4ccccc4s3)ncnc2s1,2.0
CCN1CCN(CC(O)COc2ccc(C)c(C)c2)CC1 (stereo unspecified),-5.5
COC(=O)c1ccccc1NC(=O)c1ccc(-c2cccc(Cl)c2)o1,1.9
O=C(Nc1nnc(-c2ccccc2)o1)c1ccc(Cl)cc1,3.2
CC(Sc1nnc(-c2cc3ccccc3o2)n1-c1ccccc1)C(=O)O (stereo unspecified),-3.0
Clc1ccc(-n2ncc3c(NCCN4CCOCC4)ncnc32)cc1,-2.9
CC(NC(=O)CN(C1CCCCC1)S(C)(=O)=O)c1ccccc1 (stereo unspecified),9.1
COC(=O)c1cccc(OCC(O)Cn2ccnc2)c1 (stereo unspecified),3.5
COCCNC(=S)c1ccc(OC)cc1,-0.1
Cc1cc(C)cc(OCC(=O)N2N=C(C(F)(F)F)CC2(O)C(C)(C)C)c1 (stereo unspecified),0.7
CCCN(CCC)c1nc(NC2CCN(C(=O)OCC)CC2)nc(OC)n1,2.9
CCOc1ccc(-c2nnc(-c3ccc(OC)cc3)o2)cc1,-5.2
CC1CCCC(C)N1C(=O)COC(=O)c1ccc[nH]c1=O (stereo unspecified),-11.9
Cc1ccc(NC(=O)C(=S)NCc2ccco2)cc1,11.2
Clc1ccc(-c2cc(CSc3cccc(Cl)c3)on2)cc1,2.3
Cc1ccccc1C(=O)N1CCN(c2ccc([N+](=O)[O-])c(N3CCOCC3)c2)CC1,6.0
CCOc1ccc(N(CC(=O)NCC(C)C)S(C)(=O)=O)cc1,-4.2
O=C(Nc1cccnc1)C1OCCc2ccccc21 (stereo unspecified),-12.0
Cc1nc(-c2ccccc2)sc1C(=O)CSc1ccc(Br)cc1,1.8
Cc1ccc(CN2C(=O)CCC2C(=O)NCCN(CC(C)C)CC(C)C)cc1 (stereo unspecified),2.3
CCCCCSc1nc(O)cc(=O)[nH]1,-7.2
N#Cc1nc(-c2cccs2)oc1NCc1ccccc1Cl,2.6
Cc1cc2ccccc2c(=O)n1CC(=O)N(C)c1ccc(F)cc1,-2.1
COc1cccc(-n2c(SCC(=O)NC(C)(C)C)nnc2-c2ccoc2C)c1,6.8
CS(=O)(=O)c1ccccc1-c1nc(-c2cc(C(F)(F)F)cc(C(F)(F)F)c2)no1,-2.6
CCCCOc1cc(C)nc(NCc2ccccc2)n1,1.0
C/C(N)=C(/C#N)C(=O)COC(=O)C1CCC(C(C)(C)C)CC1 (stereo unspecified),-3.0
CSc1nnc(NC(=O)c2ccc(C)c(S(=O)(=O)N3CCOCC3)c2)s1,-2.7
COc1ccc(NC(=O)C2CCC(N3C(=O)C4C5C=CC(C5)C4C3=O)CC2)cc1 (stereo unspecified),4.1
Cc1[nH]c(=O)[nH]c(=O)c1S(=O)(=O)NCCc1ccc(S(N)(=O)=O)cc1,-5.1
CCCC(C1=C(O)CC(C)(C)CC1=O)C1C(=O)CC(C)(C)CC1=O (stereo unspecified),6.4
CC(C)Oc1cccc(C(=O)NC(=S)Nc2ccc3c4c(cccc24)CC3)c1,6.6
CC(C)c1nnc(SCC(=O)Nc2ccc3c(c2)OCO3)n1C,-1.7
COc1ccc(CN2CC(C(=O)NCc3ccccn3)CC2=O)cc1 (stereo unspecified),-10.1
Cc1cc(C)cc(OCC(=O)OCC(=O)NCc2ccco2)c1,0.6
Cc1noc2ncnc(Sc3c(Cl)cccc3Cl)c12,-4.5
CC1CC(C)CN(C(=O)c2ccncc2)C1 (stereo unspecified),-0.7
O=[N+]([O-])c1ccc(-c2csc3[n+]2CCS3)cc1,-3.3
CC1CCN(CCCCOc2ccc(C(=O)c3ccccc3)cc2)CC1,8.3
O=C(Oc1cccc2c(=O)[nH]ccc12)c1ccccc1,3.0
c1ccc(Cn2nnnc2C(c2ccccc2)N2CCN(c3nc4ccccc4s3)CC2)cc1 (stereo unspecified),8.3
CN(C)CC(O)COc1cccc(OCC(O)CN(C)C)c1 (stereo unspecified),10.4
CCOC(=O)Cn1c(-c2ccccn2)nc2ccccc21,1.0
O=C(Nc1ccccc1)NC1(C(=O)N2CCN(C(=O)c3ccco3)CC2)CCCCC1,-3.1
